Screening data deposited in PubChem by The Scripps Research Institute Molecular Screening Center.
GSTO1 inh – inhibitors of recombinant GSTO1, primary screen, counter-screen for RBBP9 inhibitor project, biochemical, fluorescence polarization. activity-based probe fluorescence polarization. inhibition, % at 5.96 µM. 300,000 compounds, 1.1% hits;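 active = inhibition above the campaign mean inhibition plus 3 SD, cut at about 35% in these data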;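 also: 0% = GSTO1-1 with DMSO and 100% = wells lacking GSTO1-1 enzyme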
Target sequence (P78417 whole entry, looked up): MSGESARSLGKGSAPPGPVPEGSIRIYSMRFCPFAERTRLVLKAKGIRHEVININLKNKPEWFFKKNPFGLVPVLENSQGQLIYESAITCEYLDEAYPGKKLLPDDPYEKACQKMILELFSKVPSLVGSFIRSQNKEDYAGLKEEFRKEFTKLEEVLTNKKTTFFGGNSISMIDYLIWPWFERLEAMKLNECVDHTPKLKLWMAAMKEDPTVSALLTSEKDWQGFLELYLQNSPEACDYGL
PAD4 inh – human PAD4 inhibitors, primary screen, biochemical, fluorescence polarization, 1536-well format; Protein-arginine deiminase type-4 (Homo sapiens), Q9UM07; recombinant PAD4, RCA probe fluorescence polarization; inhibition, % at 6.36 µM; 330,000 compounds, 0.41% hits; AID 485272, 2010;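 active = percent inhibition above a cutoff equal to the mean of all tested compounds plus 3 SD, cut at about 15% in these data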;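 also: 0% = PAD4 with RCA probe and DMSO and 100% = probe without PAD4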
pPAFAH FP inh – pPAFAH enzyme inhibitors, primary screen, biochemical, fluorescence polarization, human; recombinant pPAFAH, FP-rhodamine probe fluorescence polarization; Platelet-activating factor acetylhydrolase (Homo sapiens), Q13093; 330,000 compounds, 1.5% hits; inhibition, % at 3.39 µM;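 active = inhibition above the mean inhibition across the screen plus 3 SD, cut at about 25% in these data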;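 also: inhibitors block binding of the rhodamine activity-based probe so polarization drops; 0% = enzyme with DMSO and 100% = wells lacking pPAFAH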
PAFAH1B2 FP inh – PAFAH1B2 enzyme inhibitors, primary screen, biochemical, fluorescence polarization, human; recombinant PAFAH1B2, FP-rhodamine activity probe; inhibition, % at 3.39 µM; Platelet-activating factor acetylhydrolase IB subunit alpha2 (Homo sapiens), P68402; 340,000 compounds, 1.2% hits;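 active = inhibition above the mean of all tested compounds plus 3 SD, cut at about 24% in these data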;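 also: 0% = enzyme with DMSO and 100% = wells lacking PAFAH1B2; many of its hits are not listed in these tables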
LYPLA1 counter – LYPLA1 inhibitors, primary screen, counter-screen for PME1 inhibitor project, biochemical, fluorescence polarization, FP-Rh probe ABPP. inhibition, % at 5.9 µM. recombinant LYPLA1. 320,000 compounds, 0.16% hits;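 active = inhibition above the mean of all tested compounds plus 3 SD, set per campaign, cut at about 14% in these data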;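 also: inhibitors block serine hydrolase probe labeling of LYPLA1 so polarization falls; 0% = enzyme with DMSO and 100% = wells lacking LYPLA1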
Target sequence (O75608 whole entry, looked up): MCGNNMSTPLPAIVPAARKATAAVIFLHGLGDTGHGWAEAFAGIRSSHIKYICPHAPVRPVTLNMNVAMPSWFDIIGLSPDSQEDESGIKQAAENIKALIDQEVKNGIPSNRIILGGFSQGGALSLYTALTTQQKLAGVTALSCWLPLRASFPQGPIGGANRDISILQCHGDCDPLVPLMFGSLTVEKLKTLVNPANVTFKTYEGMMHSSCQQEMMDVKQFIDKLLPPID
PME-1 inh – PME-1 inhibitors via competitive probe labeling, primary screen, biochemical, fluorescence polarization, FP-Rh probe, HTS. Protein phosphatase methylesterase 1 (Homo sapiens), Q9Y570. recombinant PME-1. inhibition, % at 5.9 µM. 320,000 compounds, 0.53% hits. AID 2130, 2009;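 active = inhibition above the campaign mean of all compounds plus 3 SD, cut at about 26% in these data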;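 also: competitive labeling of PME-1 active site by serine hydrolase directed probe; 0% = PME-1 with DMSO and 100% = wells lacking PME-1 enzyme; inhibitors block probe labeling so polarization falls and inhibition rises; many of its hits are not listed in these tables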
LYPLA2 inh – LYPLA2 inhibitors, primary screen, counter-screen for PME1 inhibitor project, biochemical, fluorescence polarization, FP-Rh probe ABPP; recombinant LYPLA2; inhibition, % at 5.9 µM; 320,000 compounds, 0.38% hits;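 active = inhibition above the screen-wide mean plus 3 SD, limit set per campaign, cut at about 26% in these data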;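 also: 0% = LYPLA2 with DMSO and 100% = wells lacking LYPLA2 enzyme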
Target sequence (O95372 whole entry, looked up): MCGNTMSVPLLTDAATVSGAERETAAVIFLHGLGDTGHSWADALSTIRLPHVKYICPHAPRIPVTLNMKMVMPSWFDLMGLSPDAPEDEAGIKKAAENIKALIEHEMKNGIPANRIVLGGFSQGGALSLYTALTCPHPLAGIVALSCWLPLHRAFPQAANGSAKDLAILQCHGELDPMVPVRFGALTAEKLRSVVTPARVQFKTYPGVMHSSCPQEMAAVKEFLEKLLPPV
PAFAH1B3 FP inh – PAFAH1B3 enzyme inhibitors, primary screen, biochemical, fluorescence polarization, human | Platelet-activating factor acetylhydrolase IB subunit alpha1 (Homo sapiens), Q15102 | recombinant PAFAH1B3, FP-rhodamine probe | inhibition, % at 3.39 µM | 340,000 compounds, 0.28% hits;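 active = inhibition above the screen-wide average of all tested compounds plus 3 SD, cut at about 25% in these data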;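 also: 0% = enzyme with DMSO only and 100% = wells lacking PAFAH1B3 protein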
Target sequence (Q15102 whole entry, looked up): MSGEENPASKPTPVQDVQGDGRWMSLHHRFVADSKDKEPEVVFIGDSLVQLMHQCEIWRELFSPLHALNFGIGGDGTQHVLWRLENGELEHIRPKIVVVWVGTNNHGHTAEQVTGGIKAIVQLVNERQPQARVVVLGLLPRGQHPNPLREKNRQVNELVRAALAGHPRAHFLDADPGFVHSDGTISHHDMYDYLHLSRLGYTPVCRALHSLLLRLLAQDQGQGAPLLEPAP
PAFAH2 inh – PAFAH2 enzyme inhibitors, primary screen, biochemical, fluorescence polarization, human | recombinant PAFAH2, FP-rhodamine activity probe | inhibition, % at 3.39 µM | 340,000 compounds, 0.99% hits | AID 492956, 2010;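 active = inhibition above the mean over all tested compounds plus 3 SD, cut at about 30% in these data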;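 also: inhibitors block probe labeling of enzyme so polarization drops; 0% = enzyme with DMSO and 100% = wells lacking PAFAH2 protein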
The depositor's hits bear a star.

Screening CCN(CC)C(=O)CSc1nnc(-c2ccc(S(=O)(=O)N3CCCC3)cc2)o1 returned GSTO1 inh -3, PAD4 inh -3, pPAFAH FP inh 2, PAFAH1B2 FP inh 5, LYPLA1 counter 2, PME-1 inh 6, LYPLA2 inh 1, PAFAH1B3 FP inh 1 and PAFAH2 inh -1.
`CCCCCCCCCC(=O)Nn1cnc2ccccc2c1=O` gave GSTO1 inh -2, PAD4 inh 3, pPAFAH FP inh 8, PAFAH1B2 FP inh 2, LYPLA1 counter 2, PME-1 inh -2, LYPLA2 inh 71*, PAFAH1B3 FP inh 4 and PAFAH2 inh -9.
`O=C(NCCc1ccccn1)C1CCCN1S(=O)(=O)c1ccc(Cl)cc1` (stereo not given) gave GSTO1 inh 2, PAD4 inh 4, pPAFAH FP inh 2, PAFAH1B2 FP inh -1, LYPLA1 counter -1, PME-1 inh 0, LYPLA2 inh 2, PAFAH1B3 FP inh -9 and PAFAH2 inh 7.
For COc1ccc(Nc2cc(C(=O)NCCCN3CCOCC3)c3ccccc3n2)cc1 the results were GSTO1 inh 1, PAD4 inh 5, pPAFAH FP inh 2, PAFAH1B2 FP inh -2, LYPLA1 counter 2, PME-1 inh 10, LYPLA2 inh 2, PAFAH1B3 FP inh 3 and PAFAH2 inh 9.
Screening CCn1nnnc1SCC(=O)N(C)C1CCS(=O)(=O)C1 (stereo not given) returned PAD4 inh 16*, pPAFAH FP inh 0, PAFAH1B2 FP inh 3, LYPLA1 counter 2, PME-1 inh 2, LYPLA2 inh 3, PAFAH1B3 FP inh 3 and PAFAH2 inh 2.
For COc1ccc(NC(=O)CCNS(=O)(=O)c2ccc3c(c2)CCC(=O)N3)cc1 the results were GSTO1 inh 2, PAD4 inh -4, pPAFAH FP inh -4, PAFAH1B2 FP inh 3, LYPLA1 counter -3, PME-1 inh -5, LYPLA2 inh -6, PAFAH1B3 FP inh 4 and PAFAH2 inh 4.
Screening CCOC(=O)Cc1cc(=O)n2[nH]c(-c3ccccc3)c(-c3ccccc3)c2n1 returned GSTO1 inh 2, PAD4 inh -10, pPAFAH FP inh 43*, PAFAH1B2 FP inh -5, LYPLA1 counter -3, PME-1 inh 0, LYPLA2 inh -1, PAFAH1B3 FP inh -18 and PAFAH2 inh -4.
For O=c1oc2ccccc2cc1-c1csc(Nc2nc3ccc(F)cc3s2)n1 the results were GSTO1 inh 1, PAD4 inh -4, pPAFAH FP inh 3, LYPLA1 counter 2, PME-1 inh 10 and LYPLA2 inh 10.
For CCN(CCn1cccn1)C(=O)C1CCC(=O)N(CCc2cccc(F)c2)C1 (stereo not given) the results were GSTO1 inh 2, PAD4 inh -2, pPAFAH FP inh -3, PAFAH1B2 FP inh -2, LYPLA1 counter 0, PME-1 inh 1, LYPLA2 inh 2, PAFAH1B3 FP inh 3 and PAFAH2 inh 3.
For CCOC(=O)C(C)NC(=O)CCc1nnc2ccc(N3CCCCC3)nn12 (stereo not given) the results were GSTO1 inh -4, PAD4 inh 1, pPAFAH FP inh 7, PAFAH1B2 FP inh 7, LYPLA1 counter 1, PME-1 inh 2, LYPLA2 inh -1, PAFAH1B3 FP inh 8 and PAFAH2 inh 3.
COCCN(C(=S)Nc1ccccc1OC)C1CCN(C(C)C)CC1 was read as GSTO1 inh -7, PAD4 inh 0, pPAFAH FP inh 6, PAFAH1B2 FP inh 1, LYPLA1 counter 0, PME-1 inh 7, LYPLA2 inh 8, PAFAH1B3 FP inh 5 and PAFAH2 inh 1.
Screening COc1ccc(S(=O)(=O)NCC(=O)N(CC(=O)NCc2ccco2)Cc2ccc(F)cc2)cc1 returned GSTO1 inh 2, PAD4 inh -1, pPAFAH FP inh 4, PAFAH1B2 FP inh 3, LYPLA1 counter -2, PME-1 inh 2, LYPLA2 inh 2, PAFAH1B3 FP inh 10 and PAFAH2 inh 3.
Screening CCn1c(SCC(=O)NC2CCCC2)nnc1-c1ccco1 returned GSTO1 inh -2, PAD4 inh -1, pPAFAH FP inh 3, PAFAH1B2 FP inh 8, LYPLA1 counter 1, PME-1 inh 0, LYPLA2 inh 4, PAFAH1B3 FP inh 4 and PAFAH2 inh 8.
For CC1CC(C)CN(CCCNC(=O)CN2C(=O)CSc3ccc(S(=O)(=O)N4CCOCC4)cc32)C1 (stereo not given) the results were GSTO1 inh 2, PAD4 inh -1, pPAFAH FP inh 1, PAFAH1B2 FP inh -2, LYPLA1 counter 0, PME-1 inh 1, LYPLA2 inh 5, PAFAH1B3 FP inh 2 and PAFAH2 inh -1.
N#CC(c1ccc(F)cc1)c1ccc(C(=O)c2ccccc2)cc1 (stereo not given) was read as GSTO1 inh 3, PAD4 inh -1, pPAFAH FP inh 4, PAFAH1B2 FP inh 7, LYPLA1 counter -3, PME-1 inh 2, LYPLA2 inh 6, PAFAH1B3 FP inh 11 and PAFAH2 inh -2.
CC(COc1ccc(C(C)C)cc1)NC(=O)c1ccc(Br)o1 (stereo not given) was read as GSTO1 inh -2, PAD4 inh -7, pPAFAH FP inh 4, PAFAH1B2 FP inh 8, LYPLA1 counter -1, PME-1 inh 1, LYPLA2 inh 3, PAFAH1B3 FP inh 4 and PAFAH2 inh 3.
Screening COc1cc(NC(=O)Cn2nnc(-c3ccccc3N)n2)cc(OC)c1 returned GSTO1 inh 14, PAD4 inh -4, pPAFAH FP inh 2, PAFAH1B2 FP inh -1, LYPLA1 counter -8, PME-1 inh -2, LYPLA2 inh -11, PAFAH1B3 FP inh -2 and PAFAH2 inh 4.
`CN(C(=O)c1ccc(N2CCCCC2)c([N+](=O)[O-])c1)C1(C)CCS(=O)(=O)C1` (stereo not given) gave GSTO1 inh 5, PAD4 inh 3, pPAFAH FP inh 22, PAFAH1B2 FP inh -1, LYPLA1 counter 0, PME-1 inh -10, LYPLA2 inh -3, PAFAH1B3 FP inh -3 and PAFAH2 inh 8.
Screening Cc1ccc(S(=O)(=O)N(C)CC(=O)Nc2nnc(CC(C)C)s2)cc1 returned GSTO1 inh 0, PAD4 inh -4, pPAFAH FP inh 2, PAFAH1B2 FP inh 3, LYPLA1 counter -1, PME-1 inh 7, LYPLA2 inh 4, PAFAH1B3 FP inh -1 and PAFAH2 inh -4.
For Nc1c(C(=O)Nc2cccc(F)c2)nnn1-c1ccc2c(c1)OCCO2 the results were GSTO1 inh -2, PAD4 inh -3, pPAFAH FP inh 0, PAFAH1B2 FP inh 8, LYPLA1 counter -3, PME-1 inh -8, LYPLA2 inh -2, PAFAH1B3 FP inh 8 and PAFAH2 inh 5.

2 neighbouring entries from above, for reference:
Screening Cc1ccc(S(=O)(=O)N(C)CC(=O)Nc2nnc(CC(C)C)s2)cc1 returned GSTO1 inh 0, PAD4 inh -4, pPAFAH FP inh 2, PAFAH1B2 FP inh 3, LYPLA1 counter -1, PME-1 inh 7, LYPLA2 inh 4, PAFAH1B3 FP inh -1 and PAFAH2 inh -4.
For Nc1c(C(=O)Nc2cccc(F)c2)nnn1-c1ccc2c(c1)OCCO2 the results were GSTO1 inh -2, PAD4 inh -3, pPAFAH FP inh 0, PAFAH1B2 FP inh 8, LYPLA1 counter -3, PME-1 inh -8, LYPLA2 inh -2, PAFAH1B3 FP inh 8 and PAFAH2 inh 5.

(cont.)
For COc1ccc(OC)c(NC(=O)c2cccnc2)c1 the results were GSTO1 inh -1, PAD4 inh 0, pPAFAH FP inh 5, PAFAH1B2 FP inh 3, LYPLA1 counter -2, PME-1 inh 1, LYPLA2 inh 2, PAFAH1B3 FP inh 4 and PAFAH2 inh 0.
`C[C@@H]1COC(=O)[C@@H](CC(=O)OC(C)(C)C)C/C=C\C[C@H](CC(=O)NCCO)C(=O)N1` gave PAD4 inh 6, pPAFAH FP inh -5, PAFAH1B2 FP inh 7, PAFAH1B3 FP inh 9 and PAFAH2 inh -6.
Screening COC(=O)c1ccc(-c2nc3ccc(C)cc3o2)cc1 returned GSTO1 inh 1, PAD4 inh 1, pPAFAH FP inh 1, PAFAH1B2 FP inh -4, LYPLA1 counter 1, PME-1 inh 1, LYPLA2 inh 4, PAFAH1B3 FP inh 11 and PAFAH2 inh -5.
`Cc1nnc(N/N=C/c2ccc(Br)cc2)n1N` gave GSTO1 inh 8, PAD4 inh 36*, pPAFAH FP inh 1, PAFAH1B2 FP inh 0, LYPLA1 counter -1, PME-1 inh -2, LYPLA2 inh -4, PAFAH1B3 FP inh 4 and PAFAH2 inh 2.
COc1ccc(OC)c(S(=O)(=O)NC(C)c2cnn(-c3ccccn3)c2C)c1 (stereo not given) was read as GSTO1 inh 7, PAD4 inh 3, pPAFAH FP inh -3, PAFAH1B2 FP inh 0, LYPLA1 counter -3, PME-1 inh -6, LYPLA2 inh 13, PAFAH1B3 FP inh 7 and PAFAH2 inh -1.
`C=C(C)COc1ccc(-c2[nH]ncc2-c2ccc(OC)cc2)c(O)c1` gave GSTO1 inh -5, PAD4 inh -6, pPAFAH FP inh 19, PAFAH1B2 FP inh 4, LYPLA1 counter -5, PME-1 inh 4, LYPLA2 inh 3, PAFAH1B3 FP inh 6 and PAFAH2 inh 2.
For CC(C)CCN(C)C1CCN(S(=O)(=O)c2cccc(C(F)(F)F)c2)CC1 the results were GSTO1 inh 3, PAD4 inh 6, pPAFAH FP inh -1, PAFAH1B2 FP inh -1, LYPLA1 counter 0, PME-1 inh -1, LYPLA2 inh 3, PAFAH1B3 FP inh 0 and PAFAH2 inh -1.
For O=C(C(=O)c1ccc(O)cc1)c1ccccc1 the results were GSTO1 inh 3, PAD4 inh -1, pPAFAH FP inh 7, PAFAH1B2 FP inh 2, LYPLA1 counter 5, PME-1 inh 1, LYPLA2 inh 3, PAFAH1B3 FP inh 6 and PAFAH2 inh 0.
For C/C(=N\NC(=O)c1nn(C)cc1Br)c1cccc(NC(=O)C2CCCC2)c1 the results were GSTO1 inh 1, PAD4 inh 0, pPAFAH FP inh 6, PAFAH1B2 FP inh -3, LYPLA1 counter -1, PME-1 inh -6, LYPLA2 inh -4, PAFAH1B3 FP inh -1 and PAFAH2 inh -1.
COc1ccc(C(=O)Nc2cc(OC)c(NC(=O)c3ccco3)cc2OC)cc1 was read as GSTO1 inh 4, PAD4 inh -2, pPAFAH FP inh 14, PAFAH1B2 FP inh 3, LYPLA1 counter 1, PME-1 inh 10, LYPLA2 inh 7, PAFAH1B3 FP inh 9 and PAFAH2 inh -2.
For CC(=O)c1cccc(N(CC(=O)Nc2cccnc2)S(C)(=O)=O)c1 the results were GSTO1 inh -4, PAD4 inh 1, pPAFAH FP inh 1, PAFAH1B2 FP inh -1, LYPLA1 counter 2, PME-1 inh 2, LYPLA2 inh 3, PAFAH1B3 FP inh 5 and PAFAH2 inh 3.

An excerpt; rates above refer to the full screens.
